Source: PubChem BioAssay
Vc quorum ag – inducers of Vibrio cholerae quorum light production without autoinducers, primary screen, BH1578 luxS cqsA deficient, single point. V. cholerae BH1578 lux reporter, luminescence, 6 h. activation, % at 18.7 µM. 350,000 tested, 0.16% active. AID 588436, 2011; in the data active means activation mostly above about 9.7%, no sharp cut-off; inconclusive means no clear call, values can overlap the other calls; inactive means mostly below about 3.7%; further: not every result past the cut was called active; inactives centre near 0; reference of the scale not given here
3CLpro inhibitor – SARS-CoV 3CLpro protease inhibitors, primary screen, biochemical, quenched FRET | AID 1706, 2009 | inhibition, % at 6 µM | Replicase polyprotein 1ab (Severe acute respiratory syndrome coronavirus), P0C6X7 | recombinant SARS-CoV 3CLpro, quenched FRET peptide cleavage | 290,000 tested, 0.14% active; in the data active means inhibition above about 12%
Rv3671c protease – Rv3671c serine protease inhibitors, primary screen, biochemical, fluorescence polarization, M. tuberculosis H37Rv | P9WHR9 | inhibition, % at 5.96 µM | 320,000 tested, 0.048% active; in the data active means inhibition above about 38%;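 further: extracellular domain of Rv3671c used as enzyme; 0% = enzyme with DMSO and 100% = no enzyme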
DUSP3 inh – VHR1 phosphatase inhibitors, primary screen, biochemical, absorbance, uHTS; Dual specificity protein phosphatase 3 (Homo sapiens), P51452; recombinant VHR phosphatase, pNPP absorbance; inhibition, % at 13.3 µM; 290,000 tested, 0.52% active; AID 1654, 2009; in the data active means inhibition above about 50%; further: some compounds called inactive have numbers as strong as hits
Target sequence (P51452 whole entry, looked up): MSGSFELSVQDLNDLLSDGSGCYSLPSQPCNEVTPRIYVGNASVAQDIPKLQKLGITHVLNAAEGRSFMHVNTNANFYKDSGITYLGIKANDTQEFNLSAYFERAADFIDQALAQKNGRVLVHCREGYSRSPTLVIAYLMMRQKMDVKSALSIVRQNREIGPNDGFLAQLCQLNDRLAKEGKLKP
MazEF act – activators of E. coli MazEF toxin-antitoxin RNase, primary screen, biochemical, fluorescence, uHTS; Endoribonuclease toxin MazF (Escherichia coli (strain K12)), P0AE70; FAM/BHQ RNA-DNA oligo cleavage fluorescence, 5 h; activation, % at 20 µM; 350,000 tested, 0.32% active; AID 504720, 2011; in the data active means activation above about 50%
Y pestis TopoI – Yersinia pestis topoisomerase I inhibitors, primary screen, biochemical, cleavage product accumulation, plate reader, single point; Y. pestis Topo-I cleavage product accumulation; activity, % at 10 µM; 360,000 tested, 0.064% active; AID 504884, 2011; in the data active means activity above about 50%, passing the limit was not always enough; inconclusive means no clear call, values can overlap the other calls; further: inactives centre near 2
PriA SSB inh – inhibitors of Klebsiella pneumoniae PriA binding to SSB C-terminal tail, primary screen, biochemical, AlphaScreen; PriA–SSB C-terminal tail interaction (Klebsiella pneumoniae); AlphaScreen SSBct-PriA binding, biotinylated peptide; inhibition, % at 33 µM; 430,000 tested, 0.6% active; AID 1272365, 2023; in the data active means inhibition mostly above about 37%, no sharp cut-off; inactive means mostly below about 20%;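 further: plate controls were negative control peptide for no effect and reference peptide for full effect; strong numbers were not always called active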
PfHsp40 rescue – rescue of yeast from PfHsp40 toxicity, primary screen, S. cerevisiae, ATP luminescence. 340,000 tested, 0.68% active. growth rescue, % at 12.5 µM. S. cerevisiae expressing PfHsp40, growth rescue; in the data active means growth rescue above about 28%, passing the limit was not always enough; inconclusive means no clear call, values can overlap the other calls;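 further: yeast W303a lacking pdr1 and pdr3 grown in galactose medium; growth measured after three days at 30 °C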
TcdB inh – TcdB glycohydrolase inhibitors, primary screen, biochemical, single point, plate reader; Toxin B (Clostridioides difficile), P18177; TcdB glycohydrolase enzymatic assay; inhibition, % at 9.99 µM; 350,000 tested, 0.24% active; in the data active means inhibition above about 10%
Anthrax LF inh2 – Bacillus anthracis LF protease inhibitors, primary screen, biochemical, multiplex microsphere, MLPCN library; Lethal factor (Bacillus anthracis), P15917; multiplex microsphere protease cleavage assay; inhibition, % at 10 µM; 360,000 tested, 0.12% active; AID 588501, 2011; in the data active means inhibition above about 30%; inconclusive means no clear call, values can overlap the other calls; further: plate controls were buffer without enzyme for full effect and enzyme alone for no effect
Target sequence (P15917 whole entry, looked up): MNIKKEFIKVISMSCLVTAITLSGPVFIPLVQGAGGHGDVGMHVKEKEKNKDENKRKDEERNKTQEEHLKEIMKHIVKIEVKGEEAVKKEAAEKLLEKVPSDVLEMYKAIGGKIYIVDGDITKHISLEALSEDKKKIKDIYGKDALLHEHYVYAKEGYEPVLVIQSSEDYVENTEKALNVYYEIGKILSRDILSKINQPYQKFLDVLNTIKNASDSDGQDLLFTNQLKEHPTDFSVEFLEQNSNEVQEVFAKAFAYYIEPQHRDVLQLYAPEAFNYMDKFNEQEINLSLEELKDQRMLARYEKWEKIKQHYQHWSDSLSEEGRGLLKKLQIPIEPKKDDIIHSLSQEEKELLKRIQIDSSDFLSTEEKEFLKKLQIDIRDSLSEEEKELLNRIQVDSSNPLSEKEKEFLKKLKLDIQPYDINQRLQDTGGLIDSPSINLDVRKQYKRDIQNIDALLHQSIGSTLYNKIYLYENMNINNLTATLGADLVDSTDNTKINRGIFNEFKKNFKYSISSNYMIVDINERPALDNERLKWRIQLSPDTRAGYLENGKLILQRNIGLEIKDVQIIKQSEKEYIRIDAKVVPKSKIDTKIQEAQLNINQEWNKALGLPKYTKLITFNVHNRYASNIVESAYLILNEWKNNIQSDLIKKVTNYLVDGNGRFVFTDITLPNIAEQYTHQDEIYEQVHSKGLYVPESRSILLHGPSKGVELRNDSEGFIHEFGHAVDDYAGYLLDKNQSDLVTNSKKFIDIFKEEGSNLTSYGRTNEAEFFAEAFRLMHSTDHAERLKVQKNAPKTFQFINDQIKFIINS
The depositor's hits bear a star; i = inactive; ? = inconclusive; · = no result given; + = active, no number; & = joins results of further samples. A portion of the library, so the mix of outcomes need not match the whole.

SMILES	Vc quorum ag	3CLpro inhibitor	Rv3671c protease	DUSP3 inh	MazEF act	Y pestis TopoI	PriA SSB inh	PfHsp40 rescue	TcdB inh	Anthrax LF inh2
COc1ccc(OC)c(-c2c3cc(O)c(=O)cc-3oc3cc(O)c(O)cc23)c1	-0.2	-2	63*	8	+	-6	52	287*	·	-2
Cc1ccccc1N1C(=O)CC(Sc2nnc(-c3ccccc3)o2)C1=O (stereo unspecified)	·	-1	7	19	-3	-2	-9	4.4	·	-2
CC[C@]1(C(=O)OC)[C@H]2C(=O)N(Cc3ccccc3)C(=O)[C@H]2[C@H]2CN=C(SC)N21	1.1	·	·	·	5	-1	-5	-0.3	0.7	-6
CCN(N=Nc1nonc1OC)c1nonc1OC	·	2	-17	9	4	-8	-11	-0.3	·	-11
COc1ccc(C(C(=O)NC2CCCC2)N(CC2CCCO2)C(=O)Cn2nnc(-c3ccc(C)o3)n2)cc1 (stereo unspecified)	i	4	3	-17	-14	13	-11	-0.9	-0.1	-7
O=C1CN(C(=O)COC(=O)/C=C/c2ccco2)c2ccccc2N1	-1.3	0	31	14	1	9	-13	-1.8	0.7	-4
COc1ccc(N(C(=O)c2ccco2)C(C(=O)NC2CCCC2)c2cccnc2)c(OC)c1 (stereo unspecified)	0.0	1	3	10	2	4	-3	-1.0	-0.6	-3
COc1cc(C2NCCc3c2[nH]c2ccccc32)ccc1OC(C)C (stereo unspecified)	6.2	3	0	13	·	·	·	-1.1	1.6	·
O=C(O)CSCC(=O)c1ccccc1	-0.5	2	-12	-23	1	2	-1	-1.4	-0.1	-2
Cc1ccccc1C(=O)NNC(=O)CSc1nc(-c2ccccc2)cc(=O)[nH]1	-0.1	2	0	3	6	10	5	-0.4	2.7	-2
OC(COc1ccc2ccccc2c1)CN1CCN(c2ccc(F)cc2)CC1 (stereo unspecified)	-0.5	5	-1	2	1	3	-4	-0.1	0.9	0
CCSc1nnc(NC(=O)CSc2nc3c(c(=O)n2-c2ccccc2OC)SCC3)s1	i	4	1	1	9	16	4	0.1	·	-3
Cc1cc(/C=C(\C#N)C(=O)O)c(C)n1C1CC1	-0.2	0	4	-7	-4	-1	2	-1.1	·	-1
CCOC(=O)c1ccoc1CSCc1ccc(C(=O)OC)o1	2.8	-3	6	27	3	6	10	0.2	·	-2
COc1ccc(C(O)P(=O)(OCC(C)C)OCC(C)C)c(OC)c1 (stereo unspecified)	-1.8	1	-2	5	1	-12	12	2.1	-1.2	-1
O=c1[nH]c(NCc2ccccc2)nc2c1CCCC2	-0.2	-1	-8	-18	8	11	-1	-0.7	·	-11
COc1ccc(CN(C)C(=O)/C=C/c2ccc(S(=O)(=O)N3CCCCCC3)cc2)cc1	i	·	-3	·	8	-2	-9	3.7	-0.5	-9
CS(=O)(=O)N1CCN(c2ccc(NC(=S)NC(=O)c3cccs3)cc2)CC1	0.7	-2	-2	-8	3	8	-4	-1.8	0.6	-6
CCc1cccc(NC(=S)Nc2ccc(CN3CCOCC3)cc2)c1	-0.4	-1	4	3	-1	-1	-1	-0.4	1.1	-10
Cc1n[nH]c(C)c1CCCCOc1ccccc1F	-0.8	-3	8	-29	4	26	0	0.7	0.4	-7
CCOc1ccc(NC(=O)CN2CCCC2c2cccs2)cc1S(=O)(=O)N1CCCCC1 (stereo unspecified)	-0.7	·	-8	·	-7	-1	7	-0.6	1.5	6
NS(=O)(=O)c1cc2c(cc1Cl)NC=NS2(=O)=O	i	-4	-12	12	3	0	-18	-1.4	-8.9	3
O=[N+]([O-])c1ccccc1CN1CCN(S(=O)(=O)Cc2ccccc2)CC1	·	-2	7	11	3	11	·	0.1	1.2	-6
CCN(c1cccc(C)c1)S(=O)(=O)c1ccc2c3c(cccc13)C(=O)N2	i	-1	-18	9	9	2	-13	1.7	·	1
O=C(Nc1ccc([N+](=O)[O-])cc1)Nc1ccc2c(c1)OCCO2	0.4	1	3	8	-10	0	-13	0.1	1.1	-4

Individual results from the entries so far:
Value for COc1ccc(N(C(=O)c2ccco2)C(C(=O)NC2CCCC2)c2cccnc2)c(OC)c1 (stereo unspecified) under TcdB inh: -0.6
Value for O=C1CN(C(=O)COC(=O)/C=C/c2ccco2)c2ccccc2N1 under DUSP3 inh: 14

Back to the main list; the 2 compounds before the break are reprinted first.
SMILES	Vc quorum ag	3CLpro inhibitor	Rv3671c protease	DUSP3 inh	MazEF act	Y pestis TopoI	PriA SSB inh	PfHsp40 rescue	TcdB inh	Anthrax LF inh2
CCN(c1cccc(C)c1)S(=O)(=O)c1ccc2c3c(cccc13)C(=O)N2	i	-1	-18	9	9	2	-13	1.7	·	1
O=C(Nc1ccc([N+](=O)[O-])cc1)Nc1ccc2c(c1)OCCO2	0.4	1	3	8	-10	0	-13	0.1	1.1	-4
C=CCNc1ncnc2c1ncn2[C@H]1CN(Cc2ccc3c(c2)OCO3)C[C@@H](CO)O1	4.5	·	·	·	·	7	·	·	0.5	2
COc1cc(Cl)c(S(=O)(=O)N2CCCC2)cc1Cl	-0.4	1	-4	0	8	4	-21	0.8	0.3	-1
O=C(CN(c1ccc2c(c1)OCCO2)S(=O)(=O)c1ccccc1)N1CCN(Cc2ccccc2)CC1	-1.3	6	-2	17	1	28	8	1.9	1.7	-2
O=C(Nc1ccc2c(c1)OCO2)c1c(F)c(F)c(F)c(F)c1F	1.4	-1	-3	4	-3	-2	-2	-0.5	·	0
COc1ccc(C2c3cc(OC)c(OC)cc3CCN2C(=O)c2cccc([N+](=O)[O-])c2)cc1OC (stereo unspecified)	-0.9	4	5	·	2	25	13	0.4	0.6	2
CSCCC(Nc1ncnc2ccc(Br)cc12)C(=O)O (stereo unspecified)	i	1	-5	-10	4	3	5	0.5	3.5	2
COc1ccccc1NC(=O)C(C)OC(=O)C1CCN(S(=O)(=O)c2ccc(C)c(C)c2)CC1 (stereo unspecified)	i	·	-2	·	5	27	-9	1.3	1.3	-3
C/C=C/C(=O)Nc1cccc(C(F)(F)F)c1	-0.2	-2	4	-23	2	-1	-7	-1.5	0.4	0
O=C1NC(=S)S/C1=C\c1ccc(SCc2ccccc2)o1	-0.5	1	3	-8	6	9	6	0.5	·	-3
CN(CC(=O)Nc1ccccc1Cl)C(=O)COC(=O)/C=C/c1ccc(C(F)(F)F)cc1	-0.1	11	2	14	-4	19	-7	0.5	-0.2	3
NS(=O)(=O)c1cc(Br)c2c(c1)S(=O)(=O)NCN2	1.5	·	·	·	9	2	·	·	1.3	-2
Brc1ccc(-c2nnc3sc(CN4CCN(c5ccccc5)CC4)cn23)cc1	-0.6	-1	8	0	-4	0	-11&-12	-0.3	0.2	-4
CCCCn1nnnc1SCC(=O)Nc1sc2c(c1C#N)CCCC2	-6.7	0	4	1	-12	21	-23	19	·	-2
CC(=O)N1c2ccc(S(=O)(=O)N3CCC(C(=O)N4CCCCC4)CC3)cc2CC1C (stereo unspecified)	-0.4	-2	16	44	6	0	-4	-0.9	0.6	3
COc1ccccc1NOC(=O)CCOc1ccccc1	i	·	·	·	4	3	-6	1.1	0.7	-2
CN1C=CC=C/C1=C1\SC(=S)N(N)C1=O	i	1	0	7	12	2	-3	1.3	0.3	-3
O=C(Cn1cnc2c(OCc3ccccc3)ncnc21)NCCCN1CCCC1=O	i	·	0	·	6	6	-2	-1.0	0.1	3
Cc1onc(-c2ccccc2Cl)c1C(=O)Nc1ncn[nH]1	-0.6	-11	0	6	3	11	-10	-0.4	·	-1
CCOC(=O)c1ccc(NC(=O)CSc2ncccn2)cc1	i	4	-5	-5	-1	-4	-19	-1.0	·	3
C=CCNC(=O)C1CC(=O)N(c2ccc(OCC(=O)Nc3c(C)cccc3C)cc2)C1 (stereo unspecified)	i	1	2	-3	9	0	2	-1.5	-4.7	6
C=CCn1c(O)c(/C=C2/C=CC=N2)c(=O)[nH]c1=O	0.2	4	-2	8	0	-1	·	-1.8	1.2	-3
Cn1cc(C(=O)c2ccc(Cl)cc2Cl)cc1C(=O)N/N=C(\N)COc1ccc(Cl)cc1	-0.4	6	15	9	-5	-6	·	1.0	0.8	-10
O=C(O)c1cnccn1	1.2	0	-5	1	13	0	-12	0.9	0.3	2
Cc1c(O)ccoc1=O	-0.2	3	-6	12	0	-4	-20	0.5	1.1	-5
CCc1noc(C)c1C(=O)Nc1nc(-c2cc(C)ccc2C)c(C)s1	i	-4	-1	0	-4	0	-4	0.0	·	3
New compounds follow:
SMILES	Vc quorum ag	3CLpro inhibitor	Rv3671c protease	DUSP3 inh	MazEF act	Y pestis TopoI	PriA SSB inh	PfHsp40 rescue	TcdB inh	Anthrax LF inh2
Cc1nc(SCC(=O)N(C)C2CCS(=O)(=O)C2)c2ccccc2n1 (stereo unspecified)	0.0	·	1	·	2	0	3	-1.3	0.7	0
C[C@@H]1CN([C@@H](C)CO)C(=O)c2cc(NS(C)(=O)=O)ccc2O[C@@H](C)CCCCO[C@H]1CN(C)C(=O)Nc1ccc2c(c1)OCO2	-0.7	·	·	·	0	19	·	·	2.4	-3
O=C(C[n+]1ccc(C(=O)c2ccccc2)cc1)Nc1ccccc1OC(F)F	i	·	-3	·	1	-1	-8	-1.0	1.1	64*
C[C@H](CO)N1C[C@H](C)[C@@H](CN(C)C(=O)Nc2ccc(C(F)(F)F)cc2)Oc2ccc(NC(=O)c3ccncc3)cc2C1=O	-0.5	·	-14	·	3	-1	-4	0.0	0.8&2.2	-6
Cc1noc(C)c1COC(=O)c1cccnc1Cl	-0.3	0	2	33	3	4	-3	0.2	-1.0	6
CC(C)(C)c1ccc(C(=O)N2CCN(Cc3ccccc3)CC2)cc1	0.3	-7	-9	-1	3	30	3&-9	1.3	0.1	-7
Fc1ccc(Nc2c(-c3ccco3)nc3ccccn23)cc1	i	2	9	5	3	-15	28	0.6	·	-2
Cc1cnc(C(=O)OCC(=O)c2ccc[nH]2)cn1	0.1	·	-2	·	9	2	-13	-0.3	4.0	?
CCCCOC(=O)c1ccc(NC(=O)CSC2=Nc3ccccc3C3CC=NN23)cc1 (stereo unspecified)	-3.0	3	-12	18	-21	-3	-15	-0.2	·	-2
COc1ccc(C2NCCc3sccc32)cc1 (stereo unspecified)	-0.2	0	-1	11	4	-2	3	0.7	0.7	1
O=C(COc1ccccc1)NCCSc1ccccc1	i	5	2	46	6	1	-3	1.6	·	-1
CCOC(=O)c1cccc(NC(=O)c2cnccn2)c1	-0.3	2	4	22	-4	7	-8	0.7	·	-9
Cc1noc(C)c1COC(=O)C1CCN(C(=O)c2ccc(Cl)cc2)CC1	0.2	-4	8	12	-3	8	-24	0.1	0.0	2
CC12C=CC(=O)C=C1CCC1C2C(=O)CC2(C)C(=O)CCC12 (stereo unspecified)	i	·	·	·	14	-1	-7	-1.1	1.8	-12
O=C(Cc1cccc(NC(=O)C2CCCN(C(=O)C3CCC3)C2)c1)Nc1ccc(C(=O)N2CCOCC2)cc1 (stereo unspecified)	i	·	·	·	6	10	-3	-0.1	0.6	-5
CC(=O)Nc1ccc(/C=C/c2nc(-c3ccccc3O)n[nH]2)cc1	-0.3	0	-29	16	10	-13	-9	1.0	-1.4	1
